# Compound activity from PubChem BioAssay.
# CCT chaperon mod: High-Throughput Screening for Modulators of Cytosolic Chaperonin Activity. purified chaperonin ATPase assay, HTRF ADP detection, 30 min. activity change, % (test concentration not listed), hits read low. 360,000 tested, 0.3% active; in the data active = activity change below about -30%; also: % is scaled to controls: 0 for no effect and ±100 for the full control effect
#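 TRiC (40 or 20 nM final, by batch activity) in 30 mM Tris pH 7.4, 100 mM KCl, 5 mM MgCl2, 1 mM DTT was treated with compound at 76 uM single dose, then 10 uM ATP, 30 min at 37 °C. ADP was read by HTRF Transcreener.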
# D3 antag: qHTS of D3 Dopamine Receptor Antagonist: qHTS; D(3) dopamine receptor (Homo sapiens), P35462; D3R cells, DiscoveRx beta-arrestin luminescence, antagonist mode; hits give low values; max response, negative = inhibition, %; 360,000 tested, 2.5% active; in the data active = max response below about -50%; inconclusive = no clear call, values can overlap the other calls; also: % is scaled to controls: 0 for no effect and ±100 for the full control effect; mostly tested at two doses, the higher about 12 µM
# Target sequence (P35462 whole entry, looked up): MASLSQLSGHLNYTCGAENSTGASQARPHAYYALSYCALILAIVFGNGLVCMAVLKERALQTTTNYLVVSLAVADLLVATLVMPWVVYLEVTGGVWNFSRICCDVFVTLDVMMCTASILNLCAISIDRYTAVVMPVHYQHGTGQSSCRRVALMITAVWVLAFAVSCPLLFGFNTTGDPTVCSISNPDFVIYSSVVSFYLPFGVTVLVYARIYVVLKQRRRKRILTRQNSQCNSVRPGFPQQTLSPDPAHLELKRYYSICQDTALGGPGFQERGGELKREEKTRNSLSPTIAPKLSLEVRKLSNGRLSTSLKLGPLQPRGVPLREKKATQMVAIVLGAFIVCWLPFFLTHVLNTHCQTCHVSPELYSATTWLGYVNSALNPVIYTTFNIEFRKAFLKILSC
#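 Cells expressing the human receptor were seeded at 1500 cells/well, incubated overnight at 37 degrees C in 5% CO2, then exposed to library compounds with dopamine controls for 90 minutes at 37 degrees C before luminescent detection.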
# EPAC2 ag: qHTS for Agonist of cAMP-regulated guanine nucleotide exchange factor 4 (EPAC2): primary screen. Rap guanine nucleotide exchange factor 4 (Homo sapiens), Q8WZA2. EPAC2 activation, biochemical qHTS; response scale: 100% = 6.5 mM cAMP response. Potency, µM (highest dose often 154 µM), inactives show top-dose activation, hits mostly activators. 360,000 tested, 0.079% active; also: potency is read from the fitted curve at half-maximal effect; nearly all actives have a fitted effect of over 50% in size
#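 Guanine nucleotide exchange by EPAC2 is measured as reduced fluorescence of BODIPY-GDP once it is released from 250 nM Rap1B. Plates are read kinetically for 30 min at room temperature; results are scaled to 6.5 mM cAMP.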
# PTHR1 agonist: qHTS for PTHR1 Agonists: Primary Screen; Potency, µM (titrated, usually from 115 µM), for the others: at the top dose activation, most hits filed as activators; Parathyroid hormone/parathyroid hormone-related peptide receptor (Homo sapiens), Q03431; HEK293 GP2 PTHR1 cells, GloSensor cAMP luminescence, 1 h; 410,000 tested, 0.075% active; also: potency is read from the fitted curve at half-maximal effect; nearly all actives have a fitted effect of over 55% in size; some results filed as inactive show a strong effect at the top dose; inactives centre near -15; many of its hits are not listed in these tables
# Target sequence (Q03431 whole entry, looked up): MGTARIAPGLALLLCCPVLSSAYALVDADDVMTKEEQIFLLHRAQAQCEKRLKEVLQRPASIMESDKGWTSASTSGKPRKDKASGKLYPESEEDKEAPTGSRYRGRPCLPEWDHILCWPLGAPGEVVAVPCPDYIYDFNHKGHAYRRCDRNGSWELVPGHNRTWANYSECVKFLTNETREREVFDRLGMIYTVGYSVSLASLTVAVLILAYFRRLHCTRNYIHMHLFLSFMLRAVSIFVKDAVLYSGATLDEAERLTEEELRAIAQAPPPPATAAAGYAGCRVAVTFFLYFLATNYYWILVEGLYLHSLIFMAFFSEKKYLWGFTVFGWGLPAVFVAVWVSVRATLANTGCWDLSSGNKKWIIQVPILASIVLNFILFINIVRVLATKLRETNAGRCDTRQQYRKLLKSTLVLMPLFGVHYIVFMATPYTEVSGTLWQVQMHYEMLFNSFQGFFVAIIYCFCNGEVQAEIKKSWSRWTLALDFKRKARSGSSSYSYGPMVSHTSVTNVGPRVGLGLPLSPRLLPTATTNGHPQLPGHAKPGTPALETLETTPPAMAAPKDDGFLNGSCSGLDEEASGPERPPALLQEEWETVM
#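 HEK-293-derived GP2 cells expressing PTHR1 and a GloSensor cAMP reporter, 3,000/well, plated overnight, given luciferin plus IBMX (each 0.5 mM as added) for 1 h at 37 °C, then compound for 1 h at 37 °C. Luminescence was read after 15 min at room temperature.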
# D3 ag: qHTS of D3 Dopamine Receptor Agonist: qHTS; max activation, %; D3R DiscoveRx beta-arrestin cells, luminescence, 90 min; AID 652048, 2013; 410,000 tested, 0.58% active; in the data active = max activation above about 30%; also: 0% is about no effect; mostly tested at two doses, the higher about 12 µM
#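 Agonist-mode cell screen: cells plated at 1500/well and incubated overnight at 37 °C, then exposed to library compounds for 90 min at 37 °C. Detection reagent was added for 30–60 min at room temperature, and luminescence was read.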
# EPAC2 antag: qHTS for Antagonist of cAMP-regulated guanine nucleotide exchange factor 2 (EPAC2): primary screen | Rap guanine nucleotide exchange factor 4 (Homo sapiens), Q8WZA2 | EPAC2 GEF exchange of Rap1B-BODIPY-GDP, fluorescence | Potency, µM (series often up to 114 µM), for the others: at the top dose activity, negative = inhibition, usual class: inhibitors | 360,000 tested, 0.18% active; also: potency is read from the fitted curve at half-maximal effect; % is scaled to controls: 0 for no effect and ±100 for the full control effect; nearly all actives have a fitted effect of over 45% in size; many of its hits are not listed in these tables
# Mm-Cpn inhibitor: Inhibitors of TCP-1 ring complex (TRiC) of Methanococcus maripaludis (MmCpn): qHTS. Chaperonin Mm-Cpn (Methanococcus maripaludis). purified Mm-Cpn ATPase, ADP Transcreener TR-FRET. Potency, µM (series often up to 76.9 µM), for inactives: top-dose activity, negative = inhibition, most hits filed as inhibitors. 330,000 tested, 0.031% active; also: potency is read from the fitted curve at half-maximal effect; % is scaled to controls: 0 for no effect and ±100 for the full control effect; nearly all actives have a fitted effect of over 80% in size
#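 ATP (10 uM final) was added to archaeal chaperonin (25 nM final) after 10 min exposure to test compound at 37°C; after 30 min further incubation, ADP was detected by competitive TR-FRET.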
# pAkt inh: HTS Assay for Inhibitors of Akt Phophorylation: Primary Screen; 360,000 tested, 0.32% active; activity change, % for hits at 50 µM; Neuro2A IGF-stimulated pAkt S473 HTRF, 20 min; hits give low values; in the data active = activity change below about -80%; inconclusive = mostly about -51% to -80%; also: % is scaled to controls: 0 for no effect and ±100 for the full control effect
#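 Neuro2A cells in DMEM with 0.5% FBS, overnight at 37 deg C, given compound at single 50 µM final, then IGF (6 nM final) for 20 min at 37 deg C. Lysed; phospho-Akt Ser473 by HTRF after 24 h, 665/615 ratio.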
# An asterisk follows results filed as active; i = inactive; ? = inconclusive; . = not tested or not shown; & = joins results of further samples; [ ] = dose if it differs, or a comment. Unless noted, calls follow the shape of the dose curve; as a rule, active = well fitted curve in the direction sought with a large enough effect; inconclusive = small, poorly fitted or top-dose-only effect, or another doubt; inactive = no such curve, though single readings can be large; an effect the other way counts as inactive or inconclusive.
no.	Molecule	CCT chaperon mod	D3 antag	EPAC2 ag	PTHR1 agonist
1	Cc1ccc(OCCC(=O)N(Cc2ccccc2)c2c(N)n(Cc3ccccc3)c(=O)[nH]c2=O)cc1	-1.8	-23	-12%	-50%[inhibitor]
2	CC1(C)C2CC=C(/C=N/NC(=O)c3ccc(Cl)cc3)C1C2 (stereo not drawn)	0.4	-7	-3%	-22%
3	COc1cccc(-c2cc(C(=O)Nc3ccc([N+](=O)[O-])cn3)c3ccccc3n2)c1	-3.3	7	-3%	i
4	C/C(=N\NC(=O)c1ccc([N+](=O)[O-])cc1)c1cccc([N+](=O)[O-])c1	0.6	?	8%	-25%
5	CC(C)(C)c1ccc(S(=O)(=O)NC(=O)C2(C)CCN2C(=O)CC2CCCC2)cc1 (stereo not drawn)	-2.5	0	-1%	i
6	CCOC(=O)Cc1csc(NC(=S)NC(=O)c2ccc(Cl)cc2)n1	-0.6	-13	-7%	i
7	C/C(=N\NC(=O)c1c[nH]c2ccccc12)c1ccccn1	-0.3	?	3%	-8%
8	Cc1ccc(C(=O)NCc2ccncc2)cc1S(=O)(=O)Nc1cccc(C)c1C	-1.3	1	-4%	-40%[inhibitor]
9	COc1ccccc1NS(=O)(=O)c1cc(C(=O)NCc2ccco2)ccc1C	0.1	-19	10%	i
10	Cc1cc(C)cc(NC(=O)Cc2ccc(S(=O)(=O)N3CCCC3)s2)c1	-6.1	-16	18%	i
11	CCCN(CC(=O)Nc1ccccc1C)C(=O)C1CC(=O)N(c2cccc(C)c2C)C1 (stereo not drawn)	-3.5	16	-4%	i
12	Cc1cc(NC(=O)CSCCO)no1	-17	-8	1%	i

no.	D3 ag	EPAC2 antag	Mm-Cpn inhibitor	pAkt inh
1	-4	-15%	-4%	i
2	-8	9%	0%	i
3	-2	1%	-16%	i
4	-13	-10%	-3%	i
5	-8	1%	.	i
6	-9	7%	1%	i
7	-8	3%	2%	i
8	-9	-14%	-2%	i
9	1	6%	0%	i
10	2	-12%	0%	i
11	3	1%	1%	i
12	3	10%	-2%	i

# Brought forward from above: four entries, then new ones.
no.	Molecule	CCT chaperon mod	D3 antag	EPAC2 ag	PTHR1 agonist
9	COc1ccccc1NS(=O)(=O)c1cc(C(=O)NCc2ccco2)ccc1C	0.1	-19	10%	i
10	Cc1cc(C)cc(NC(=O)Cc2ccc(S(=O)(=O)N3CCCC3)s2)c1	-6.1	-16	18%	i
11	CCCN(CC(=O)Nc1ccccc1C)C(=O)C1CC(=O)N(c2cccc(C)c2C)C1 (stereo not drawn)	-3.5	16	-4%	i
12	Cc1cc(NC(=O)CSCCO)no1	-17	-8	1%	i
13	COc1ccc(-c2csc(C(O)c3ccc(F)cc3)n2)cc1OC (stereo not drawn)	1.7	-2	8%	-88%[inhibitor]
14	COc1ccc(NC(=O)C2CCCN(S(=O)(=O)c3c(C)[nH]c(=O)[nH]c3=O)C2)cc1OC (stereo not drawn)	-2.2	-11	17%	-1%&-23%
15	CCCS(=O)(=O)c1ncc(Cl)c(C(=O)Nc2ccc(S(=O)(=O)Nc3ncccn3)cc2)n1	0.5	11	1%	-5%
16	COCC(C)NCc1ccc(OC)c(Br)c1 (stereo not drawn)	-0.6	-7	-2%	-10%
17	COc1ccc(OCC(=O)Nc2ccc3oc(-c4ccncc4)nc3c2)cc1	-1.6	-16	-3%	i
18	CCOc1ccccc1NC(=O)c1sc2nc(C)nc(N3CCOCC3)c2c1C	-1.4	4	-6%	i
19	N#C/C(=C\c1ccccc1[N+](=O)[O-])C(=O)NC1CCCCC1	-0.8	-4	8%	-35%[inhibitor]
20	Cn1nnnc1SCC(=O)Nc1ccccc1Cl	-1.6	7	6%	-71%[inhibitor]
21	Cc1c(C(=S)NC(=O)C2CC2)c(=O)n(-c2ccccc2)n1C	0.1	13	-1%	-15%
22	CCOC(=O)c1ccc(NC(=O)CSc2nc3c(c(=O)n2-c2ccccc2OC)SCC3)cc1	-0.9	19	0%	-24%
23	Cc1nnsc1S(=O)c1ccc(Cl)cc1 (stereo not drawn)	-0.3	0	4%	i
24	CCC1CCCCN1C(=O)CSc1nnc(-c2ccc(Cl)s2)o1 (stereo not drawn)	-0.9	3	15%	-1%

no.	D3 ag	EPAC2 antag	Mm-Cpn inhibitor	pAkt inh
9	1	6%	0%	i
10	2	-12%	0%	i
11	3	1%	1%	i
12	3	10%	-2%	i
13	16	3%	.	.
14	-3&5	12%	0%	i
15	-3	-4%	-2%	i
16	1	0%	1%	i
17	-5	-23%	?	i
18	-7	1%	0%	i
19	3	-1%	2%	i
20	0	-4%	1%	i
21	-3	19%	-2%	i
22	-1	3%	?	i
23	6	2%	-3%	i
24	4	15%	-19%	i

# Further entries
no.	Molecule	CCT chaperon mod	D3 antag	EPAC2 ag	PTHR1 agonist
25	CC(C)NC(=S)NNC(=O)C12CC3CC(CC(C3)C1)C2	-0.4	13	4%	i
26	C/C(=C/c1ccccc1)C(=O)N1CCC(C)CC1	-1.1	-6	-6%	17%
27	COc1ccc(OC)c(C(O)c2ncc(-c3ccccc3Cl)[nH]2)c1 (stereo not drawn)	-0.2	-4	1%	i
28	COc1ccc(NC(=O)c2nc(SC)ncc2Cl)cc1	-5.7	-5	-4%	13%
29	C[C@H](NS(=O)(=O)c1ccc2c(c1)OCCCO2)C(=O)N1CCN(Cc2ccc(C#N)cc2)CC1	-1.1	-1	6%	i
30	Cc1cccn2c(CNC3CCCc4ccccc43)c(C(=O)N3CCOCC3)nc12 (stereo not drawn)	-3.6	-11	-1%	i
31	CN(C(=O)c1ccc2c(c1)OCO2)C1(C(=O)NC2CCCCC2)CCCCC1	-0.4	-14	-9%	i
32	CC(=O)N/C(=C\c1cccs1)C(=O)O	1.3	14	0%	-14%
33	CCCCCCNC(=O)CCc1nc2cccnc2n1Cc1ccc(OC)cc1	-2.5	-22	13%	-21%
34	Cc1ccc(/C=N/NC(=O)C(=O)N/N=C/c2ccc(C)o2)o1	-1.1	27	6%	-25%
35	O=C(Cc1ccccc1)Nc1ccc(F)cc1	-2.2	0	7%	-13%
36	O=C(CNc1cccc(S(=O)(=O)N2CCOCC2)c1)Nc1ccc(C(F)(F)F)cc1	-0.4	3	1%	-21%

no.	D3 ag	EPAC2 antag	Mm-Cpn inhibitor	pAkt inh
25	-4	9%	-1%	i
26	-14	-16%	-2%	i
27	-2	13%	.	i
28	0	-14%	1%	i
29	-2	-6%	-3%	i
30	-6	-8%	1%	i
31	-5	-8%	-1%	i
32	13	3%	3%	i
33	2	0%	0%	i
34	5	-1%	0%	i
35	5	3%	0%	i
36	29	-11%	3%	i

# (listing goes on)
no.	Molecule	CCT chaperon mod	D3 antag	EPAC2 ag	PTHR1 agonist
37	CCOC1=C2CN(S(=O)(=O)c3ccc(C)cc3)[C@H](c3ccccc3)C[C@@H]2N(S(=O)(=O)c2ccc(C)cc2)[C@H](c2cccs2)C1	-0.3	-2	2%	-25%
38	Cc1ccc(C)c(N(CC(=O)NCC2CCCO2)C(=O)CCC(=O)Nc2nccs2)c1 (stereo not drawn)	-2.3	-6	5%	-13%
39	O=C(CNC(=O)c1ccc(Oc2ccccc2)cc1)OC1CCCCC1=O (stereo not drawn)	-1.9	17	-8%	i
40	O=C(CCCn1c(=S)[nH]c2cc3c(cc2c1=O)OCO3)N1CCN(c2ccc(Cl)cc2)CC1	-1.7	-5	2%	-37%[inhibitor]
41	COc1ccc(S(=O)(=O)CC(=O)c2cc3cccc(C)c3oc2=O)cc1	1.0	3	-4%	-50%[inhibitor]
42	CCOCC(=O)Nc1ccc(Br)c(C)c1	-4.0	1	3%	-22%
43	COc1ccc(OC)c2[nH]c(=O)c(CCNS(=O)(=O)c3ccc(Cl)cc3)cc12	0.2	-20	-1%	-2%
44	O=C(Cc1cccs1)N/N=C/C=C\c1ccccc1[N+](=O)[O-]	-1.9	4	3%	-29%
45	O=C(COC(=O)c1ccc(S(=O)(=O)N2CCOCC2)cc1)Nc1nc(-c2ccccc2)cs1	-0.5	?	1%	-16%[57.5 µM]
46	CC1CCCC(C)N1/N=C/C=C/c1ccccc1[N+](=O)[O-] (stereo not drawn)	0.9	-26	9%	-13%
47	c1ccc(CN2CCN(C3=Nc4cccc5cccc3c45)CC2)cc1	1.4	-6	3%	-5%
48	COc1ccc2c(c1OC)C(=O)N1C(C(=O)O)Cc3c([nH]c4ccccc34)C21 (stereo not drawn)	0.9	-11	6%	-8%[57.5 µM]

no.	D3 ag	EPAC2 antag	Mm-Cpn inhibitor	pAkt inh
37	0	11%	.	i
38	3	10%	-3%	i
39	-2	5%	-9%	i
40	1	6%	-3%	.
41	4	?	1%	i
42	4	-10%	-2%	i
43	14	-7%	-3%	i
44	-5	13%	0%	i
45	5	3%	0%	i
46	-14	-2%	1%	i
47	-8	-6%	-2%	i
48	-5	3%	-2%	i

# (next part)
no.	Molecule	CCT chaperon mod	D3 antag	EPAC2 ag	PTHR1 agonist
49	COc1ccc(C2NC3=C(CCC3)C3(C#N)C(OC)(OC)N=C(N)C23C#N)cc1 (stereo not drawn)	0.5	6	-6%	i
50	O=C(CCCCn1c(=O)c2ccccc2n(CC(=O)Nc2ccc(F)cc2)c1=O)NCc1ccco1	0.2	14	14%	i
51	O=C(COC(=O)c1ccc([N+](=O)[O-])s1)NCc1ccc(F)cc1	-0.7	20	-2%	-11%
52	c1ccc(COc2ccc3nocc3c2)cc1	-1.9	6	12%	-38%[inhibitor]

no.	D3 ag	EPAC2 antag	Mm-Cpn inhibitor	pAkt inh
49	-1	6%	1%	i
50	-7	0%	0%	i
51	9	-2%	-23%	i
52	1	-7%	0%	i

# Some of the compounds tested. The share of hits here may be higher or lower than overall.
